From PubChem BioAssay
Rab9 promoter act: Rab9 promoter activation; AID 485297; Huh7 Rab9 promoter-luciferase reporter, luminescence, 24 h; Potency, µM (top dose mostly 9.22 µM), for the others: at the highest dose activation, negative = inhibition, usual class: activators; hit rate 2.8% among 320,000; also: potency is read from the fitted curve at half-maximal effect; % of control where 0% means no effect; nearly all actives have a fitted effect of over 60% in size
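Huh7 cells stably carrying a Rab9 promoter-luciferase reporter, 1500 cells per well in OP-MEM I with 10% FBS, treated with compound 24 hours at 37C. Luciferase activity read by luminescence after 10 minutes with Amplite reagent.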
uPA surface inh: inhibitors of cell surface uPA generation; hit rate 0.31% among 330,000; cell surface uPA generation assay, qHTS; Potency, µM (highest dose often 38.3 µM), without a hit: at the highest dose activity change, negative = inhibition, most hits filed as inhibitors; active = well fitted inhibition curve with a large enough effect; inconclusive = small, poorly fitted or top-dose-only effect; inactive = no such curve, though single readings can be large or run the other way; tested in mouse RAW 264.7 cells; also: potency is read from the fitted curve at half-maximal effect; % is scaled to controls: 0 for no effect and ±100 for the full control effect; nearly all actives have a fitted effect of over 55% in size
Giardia killer: kills Giardia lamblia; Giardia lamblia trophozoite viability; activity change, % at 7.66 µM, hits read low; hit rate 0.15% among 340,000; in the data active = activity change below about -80%; inconclusive = between about -30% and that limit;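 also: parasites exposed to compound for two days anaerobically before the ATP read; % is scaled to controls: 0 for no effect and ±100 for the full control effect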
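Compounds were tested on trophozoites seeded at 100 cells/well and held 48 hrs at 37 deg C anaerobically. An ATP-based luminescent kit measured the remaining live cells.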
FLuc modulator: firefly luciferase modulation, counter-screen for miR-21 project; P08659; purified FLuc, Km substrates, luminescence inhibition; Potency, µM (top dose mostly 57.5 µM), without a hit: top-dose activity change, negative = inhibition, usual class: inhibitors; hit rate 6.9% among 360,000;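 also: potency is read from the fitted curve at half-maximal effect; plate controls were vehicle for no effect and reference inhibitor for full effect; nearly all actives have a fitted effect of over 55% in size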
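Purified P. pyralis luciferase (10nM final) with 10uM D-luciferin and 10uM ATP (Km levels) in 50mM Tris acetate pH 7.5, 10mM Mg acetate, 0.01% Tween-20, 0.05% BSA; qHTS 6-point titration, ~60 µM downward; luminescence read.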
NPC1 promoter act: NPC1 promoter activation. Huh7 NPC1 promoter luciferase reporter, 24 h. Potency, µM (top dose mostly 9.22 µM), without a hit: at the top dose activation, usual class: activators. hit rate 2.4% among 320,000. AID 485313;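 also: potency is read from the fitted curve at half-maximal effect; % of control where 0% means no effect; nearly all actives have a fitted effect of over 60% in size; reporter is driven by a mutant NPC1 promoter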
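Huh7 cells stably carrying NPC1 promoter–luciferase, plated in Opti-MEM with 10% FBS for 2 h, were exposed to compound in DMSO for 24 h at 37 °C; luciferase reagent was added for 10 min and luminescence read.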
Tb PFK block: T. brucei PFK enzyme inhibition; O15648; T. brucei PFK, ADP-Glo luminescence; Potency, µM (highest dose often 57.5 µM), without a hit: at the top dose activity, negative = inhibition, most hits filed as inhibitors; hit rate 0.17% among 330,000; AID 485367;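 also: potency is read from the fitted curve at half-maximal effect; 0% = uninhibited 1x PFK enzyme wells and -100% = no-enzyme wells; nearly all actives have a fitted effect of over 60% in size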
Target sequence (O15648 whole entry, looked up): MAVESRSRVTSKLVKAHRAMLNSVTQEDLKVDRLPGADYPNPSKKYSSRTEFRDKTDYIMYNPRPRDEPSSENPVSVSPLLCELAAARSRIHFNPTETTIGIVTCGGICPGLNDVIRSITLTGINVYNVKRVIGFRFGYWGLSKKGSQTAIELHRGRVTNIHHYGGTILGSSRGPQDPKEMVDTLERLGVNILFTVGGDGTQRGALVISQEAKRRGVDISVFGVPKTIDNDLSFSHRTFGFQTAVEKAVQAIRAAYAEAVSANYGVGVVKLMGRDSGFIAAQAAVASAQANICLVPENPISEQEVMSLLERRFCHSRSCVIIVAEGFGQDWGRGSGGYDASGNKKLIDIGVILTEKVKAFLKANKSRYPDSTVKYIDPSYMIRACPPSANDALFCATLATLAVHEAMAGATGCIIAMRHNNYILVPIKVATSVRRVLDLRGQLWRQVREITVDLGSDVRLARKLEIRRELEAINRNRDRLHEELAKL
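1.25 nM PFK with 0.5 mM F6P and 0.1 mM ATP in 0.1 M TEA pH 8.0, 5 mM MgCl2, incubated 45 min at room temperature; ADP measured by ADP-Glo luminescence; compounds titrated up to 57 uM.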
RORgamma inh: ROR gamma (mouse) transcription inhibition; Drosophila S2 Gal4-RORgamma UAS-luciferase reporter, 20 h; Potency, µM (top dose mostly 53.6 µM), inactives show top-dose activity change, negative = inhibition, hits mostly inhibitors; P51450; hit rate 5.4% among 310,000; also: potency is read from the fitted curve at half-maximal effect; % is scaled to controls: 0 for no effect and ±100 for the full control effect; nearly all actives have a fitted effect of over 60% in size
Target sequence (P51450 whole entry, looked up, the tested form may be a part): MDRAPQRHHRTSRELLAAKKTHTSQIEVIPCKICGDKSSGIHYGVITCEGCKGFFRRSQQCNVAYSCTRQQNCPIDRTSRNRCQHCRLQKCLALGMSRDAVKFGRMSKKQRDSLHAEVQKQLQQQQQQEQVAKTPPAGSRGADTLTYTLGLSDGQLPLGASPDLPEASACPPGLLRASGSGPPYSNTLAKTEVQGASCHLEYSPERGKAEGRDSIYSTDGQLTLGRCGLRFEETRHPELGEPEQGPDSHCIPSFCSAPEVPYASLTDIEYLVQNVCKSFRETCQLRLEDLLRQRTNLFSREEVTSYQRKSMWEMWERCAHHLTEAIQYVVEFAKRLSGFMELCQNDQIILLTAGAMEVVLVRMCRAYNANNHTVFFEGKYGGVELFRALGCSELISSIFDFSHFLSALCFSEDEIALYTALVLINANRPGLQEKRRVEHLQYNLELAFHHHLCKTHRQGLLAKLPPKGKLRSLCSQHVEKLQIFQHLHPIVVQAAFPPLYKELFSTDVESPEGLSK
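Drosophila Schneider cells stably carrying a metallothionein-driven Gal4 DBD–ROR gamma fusion and a UAS-Photinus luciferase reporter were exposed to compound for 1 hr, then induced with copper sulfate (700 uM final) for 20 hr at ambient temperature before luminescence reading.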
ELG1 genotox: genotoxicity induction in ELG1-luciferase HEK293T cells; HEK293T ELG1-luciferase reporter, luminescence, 16 h; Potency, µM (top dose mostly 46 µM), inactives show top-dose activity change, positive = activation, most hits filed as activators; hit rate 1.3% among 330,000; also: potency is read from the fitted curve at half-maximal effect; % of control where 0% means no effect; nearly all actives have a fitted effect of over 60% in size
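After overnight (16 hr) compound treatment at 37 °C, ELG1-luciferase HEK293T cells were lysed with ONE-Glo; luminescence quantified 30 min later at room temperature.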
KCNH2 3.1 inh: KCNH2 3.1 (human) potassium channel inhibition; hit rate 0.95% among 340,000; activity change, % (tested at about 1.8 µM); U2OS KCNH2 3.1, thallium flux FluxOr; stronger effect = lower value;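 active = maximum activity change below -70%; inconclusive = maximum activity change from -70% to -50%; inactive = maximum activity change above -50%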;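 also: thallium influx rate constant from kinetic fluorescence after stimulation buffer; % is scaled to controls: 0 for no effect and ±100 for the full control effect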
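Steps: virus added to U2OS suspension (4 h, RT, dark); medium with 10% FBS added, cells plated, 37 C overnight; FluxOr/Red40 loading buffer 45 min RT; stimulation buffer, 2 min kinetic read; rate constant normalized.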
Coupling enz: inhibits coupling enzyme system, counter-screen for aldolase hits; activity change, negative = inhibition, % at 58.2 µM, hits read low; hit rate 0.67% among 290,000; AID 2472; coupling enzyme system counterscreen, AmpLite Red fluorescence; in the data active = activity change below about -30%; also: % is scaled to controls: 0 for no effect and ±100 for the full control effect
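Counterscreen of the coupled detection system alone, without aldolase: glyceraldehyde-3-phosphate coupling enzymes plus AmpLite Red readout. Compounds at 57.5 uM final, 10 min RT preincubation, 20 min RT reaction, fluorescence 525/598 nm.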
VP16 counter: counter-screen for ROR gamma inhibitors: Gal4-VP16 reporter. Potency, µM (titrated, usually from 53.6 µM), for the others: top-dose activity, negative = inhibition, actives largely listed as inhibitors. Drosophila S2 Gal4-VP16 UAS-luciferase, luminescence, 20 h. hit rate 3.5% among 310,000;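 also: Gal4-VP16 expression switched on by copper sulfate through the metallothionein promoter; potency is read from the fitted curve at half-maximal effect; % is scaled to controls: 0 for no effect and ±100 for the full control effect; nearly all actives have a fitted effect of over 50% in size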
* marks the source's active call; other numbers are inactive results; ? = inconclusive; nt = no result given; & = joins results of further samples. Unless noted, calls follow the shape of the dose curve; as a rule, active = well fitted curve in the direction sought with a large enough effect; inconclusive = small, poorly fitted or top-dose-only effect, or another doubt; inactive = no such curve, though single readings can be large; an effect the other way counts as inactive or inconclusive.

The first 2 entries (preview)
Labels used below: A = Rab9 promoter act; B = uPA surface inh; C = Giardia killer; D = FLuc modulator; E = NPC1 promoter act; F = Tb PFK block; G = RORgamma inh; H = ELG1 genotox; I = KCNH2 3.1 inh; J = Coupling enz; K = VP16 counter
Cc1ccccc1N(C)S(=O)(=O)c1nnc(NC(=O)c2ccco2)s1
  A: 2.1%	B: 7.1%	C: -20.6	D: -15.5%&-18.1%	E: -4.2%	F: -21.3%	G: 35.4%	H: 0.4%	I: 8.6	J: 6.8	K: 8.6%

Cc1cc(/C(O)=C2\C(=O)C(=O)N(CCN(C)C)C2c2ccncc2)ccc1OCc1ccccc1 (centres undefined)
  A: 1.8%	B: -13.0%	C: -7.5	D: 4.8%	E: -2.5%	F: -8.7%	G: -4.0%	H: 0.1%	I: -14.5	J: 1.4	K: -9.4%

All compounds of this part, previewed entries included:
Labels used below: A = Rab9 promoter act; B = uPA surface inh; C = Giardia killer; D = FLuc modulator; E = NPC1 promoter act; F = Tb PFK block; G = RORgamma inh; H = ELG1 genotox; I = KCNH2 3.1 inh; J = Coupling enz; K = VP16 counter
Cc1ccccc1N(C)S(=O)(=O)c1nnc(NC(=O)c2ccco2)s1
  A: 2.1%	B: 7.1%	C: -20.6	D: -15.5%&-18.1%	E: -4.2%	F: -21.3%	G: 35.4%	H: 0.4%	I: 8.6	J: 6.8	K: 8.6%

Cc1cc(/C(O)=C2\C(=O)C(=O)N(CCN(C)C)C2c2ccncc2)ccc1OCc1ccccc1 (centres undefined)
  A: 1.8%	B: -13.0%	C: -7.5	D: 4.8%	E: -2.5%	F: -8.7%	G: -4.0%	H: 0.1%	I: -14.5	J: 1.4	K: -9.4%

N#Cc1c(=O)c2nc(NCc3ccccc3)ncc2n2ccccc12
  A: -3.7%	B: -5.1%	C: -8.7	D: 4.4%	E: -1.1%	F: 0.0%	G: 10.0%	H: -0.3%	I: -1.8	J: -1.1	K: 0.1%

O=C1CN(C(=O)COC(=O)c2oc3ccccc3c2COc2ccccc2)c2ccccc2N1
  A: -2.3%	B: nt	C: 5.4	D: -1.7%	E: -3.0%	F: -6.5%	G: -3.0%	H: -6.7%	I: -15.7	J: 2.8	K: 0.7%

O=C(O)CC(NC(=O)CC(c1ccccc1)c1ccccc1)c1cccc([N+](=O)[O-])c1 (centres undefined)
  A: -1.7%	B: 4.6%	C: 5.2	D: 0.0%	E: 0.2%	F: 0.6%	G: -1.5%	H: 0.2%	I: -3.7	J: 5.3	K: -3.0%

O=C(Nc1ccc(S(=O)(=O)Nc2ncccn2)cc1)c1ccc(S(=O)(=O)N2CCCC2)cc1
  A: -1.0%	B: 4.5%	C: -20.3	D: -0.8%	E: -7.4%	F: -5.8%	G: 12.6µM*	H: -1.0%	I: 2.0	J: -7.1	K: -5.0%

CCOC(=O)C1(Cc2ccccc2C)CCCN(Cc2cn(C)nc2C)C1 (centres undefined)
  A: 1.8%	B: 4.5%	C: 3.7	D: 2.0%	E: 1.4%	F: 0.3%	G: -18.4%	H: -5.3%	I: 2.4	J: 0.6	K: -4.0%

O=C(C1CCN(CCCc2ccccc2)CC1)N1CCCCC1
  A: -1.7%	B: -3.0%	C: 13.8	D: 13.3%	E: -0.6%	F: 1.7%	G: -0.4%	H: -0.3%	I: -23.9	J: -4.9	K: -6.8%

COC(=O)c1ccc(C(=O)OC)c(NC(=O)CN2CCCCC2)c1
  A: -12.4%	B: -4.5%	C: 11.4	D: -2.5%	E: 0.6%	F: 0.1%	G: 0.7%	H: -1.8%	I: nt	J: 1.9	K: -2.3%

Cn1cccc1C(=O)NC(=O)COC(=O)c1cc([N+](=O)[O-])ccc1Cl
  A: -6.5%	B: -13.5%	C: -10.1	D: -11.8%	E: -2.3%	F: -6.6%	G: -16.2%	H: 4.1%	I: -18.8	J: 4.7	K: -19.9%

CCOc1cc(N2CCOCC2)c(OCC)cc1NC(=O)c1cc(C)nc2ccccc12
  A: -3.5%	B: -1.8%	C: -0.4	D: 1.0%	E: -5.6%	F: -3.5%	G: 2.0%	H: -15.3%	I: 12.2	J: 1.2	K: -18.2%

CCn1c2ccccc2c2cc(NS(=O)(=O)c3ccc(C)cc3)ccc21
  A: -0.1%	B: -1.2%	C: 1.3	D: 0.3%	E: -1.9%	F: 0.0%	G: 8.7%	H: -5.3%	I: -10.4	J: 1.0	K: -6.7%

COc1ccc(C(=O)Nc2ccc(C(=O)N3CCCCC3C)cc2)c(OC)c1OC (centres undefined)
  A: -3.0%	B: 9.8%	C: -9.2	D: -2.5%	E: 1.7%	F: 0.7%	G: -8.6%	H: 1.3%	I: -4.8	J: nt	K: -10.2%

O=C(Cn1cnc2ccccc2c1=O)N(Cc1ccco1)c1ccc(O)cc1
  A: -3.6%	B: 4.4%	C: -3.8	D: 1.5%	E: -0.2%	F: 5.1%	G: 3.3%	H: 1.0%	I: 12.5	J: 4.3	K: 0.9%

CCOC(=O)CN(C(=O)CNC(=O)c1cccs1)C(C(=O)NC1CCCC1)c1ccncc1 (centres undefined)
  A: 0.9%	B: -0.9%	C: 0.3	D: -0.1%	E: 1.2%	F: 1.9%	G: 2.1%	H: -1.6%	I: 25.0	J: 0.4	K: 3.0%

Cc1ccc2c(c1)Sc1ccccc1CC2=O
  A: 7.5%	B: -0.1%	C: -4.6	D: -13.5%	E: -1.1%	F: 7.7%	G: ?	H: -3.8%	I: 3.4	J: 5.8	K: -2.4%

C#CC(CC)(CC)NC(=O)Nc1ccccc1C(=O)OC
  A: -4.1%	B: 3.7%	C: ?	D: -3.5%	E: 0.3%	F: -1.7%	G: 4.9%	H: -6.2%	I: -6.9	J: -13.2	K: -9.5%

Cc1ccc(C(=O)NC(C(=O)Nc2cccc(S(N)(=O)=O)c2)C(C)C)cc1 (centres undefined)
  A: 1.1%	B: 0.4%	C: -4.8	D: 1.8%	E: -0.7%	F: 0.5%	G: 7.8%	H: 2.9%	I: -3.6	J: -2.2	K: -1.9%

NNC(=O)c1ncoc1-c1ccc(Cl)cc1
  A: 3.2%	B: 3.0%	C: ?	D: 4.1%	E: -1.1%	F: -2.7%	G: -1.2%	H: 0.1%	I: 7.0	J: -3.9	K: -4.1%

Some entries already given, limited to Tb PFK block and RORgamma inh.
| canonical_smiles | Tb PFK block | RORgamma inh |
| --- | --- | --- |
| Cn1cccc1C(=O)NC(=O)COC(=O)c1cc([N+](=O)[O-])ccc1Cl | -6.6% | -16.2% |
| O=C1CN(C(=O)COC(=O)c2oc3ccccc3c2COc2ccccc2)c2ccccc2N1 | -6.5% | -3.0% |

Quoted at random: 2 compounds from above.
Labels used below: A = Rab9 promoter act; B = uPA surface inh; C = Giardia killer; D = FLuc modulator; E = NPC1 promoter act; F = Tb PFK block; G = RORgamma inh; H = ELG1 genotox; I = KCNH2 3.1 inh; J = Coupling enz; K = VP16 counter
CCn1c2ccccc2c2cc(NS(=O)(=O)c3ccc(C)cc3)ccc21
  A: -0.1%	B: -1.2%	C: 1.3	D: 0.3%	E: -1.9%	F: 0.0%	G: 8.7%	H: -5.3%	I: -10.4	J: 1.0	K: -6.7%

CCOC(=O)C1(Cc2ccccc2C)CCCN(Cc2cn(C)nc2C)C1 (centres undefined)
  A: 1.8%	B: 4.5%	C: 3.7	D: 2.0%	E: 1.4%	F: 0.3%	G: -18.4%	H: -5.3%	I: 2.4	J: 0.6	K: -4.0%
